Screening results as filed in PubChem.
PTHR1 agonist = PTHR1 (human) receptor agonism | Q03431 | HEK293 GP2 PTHR1 cells, GloSensor cAMP luminescence, 1 h | Potency, µM (doses to about 115 µM), without a hit: at the top dose activation, actives largely listed as activators | actives 0.075% (n = 410,000) | AID 743266; further: potency means the concentration at half of the fitted maximal effect; nearly all actives have a fitted effect of over 55% in size; some results filed as inactive show a strong effect at the top dose; inactives centre near -15; many of its hits are not listed in these tables
Target sequence (Q03431 whole entry, looked up): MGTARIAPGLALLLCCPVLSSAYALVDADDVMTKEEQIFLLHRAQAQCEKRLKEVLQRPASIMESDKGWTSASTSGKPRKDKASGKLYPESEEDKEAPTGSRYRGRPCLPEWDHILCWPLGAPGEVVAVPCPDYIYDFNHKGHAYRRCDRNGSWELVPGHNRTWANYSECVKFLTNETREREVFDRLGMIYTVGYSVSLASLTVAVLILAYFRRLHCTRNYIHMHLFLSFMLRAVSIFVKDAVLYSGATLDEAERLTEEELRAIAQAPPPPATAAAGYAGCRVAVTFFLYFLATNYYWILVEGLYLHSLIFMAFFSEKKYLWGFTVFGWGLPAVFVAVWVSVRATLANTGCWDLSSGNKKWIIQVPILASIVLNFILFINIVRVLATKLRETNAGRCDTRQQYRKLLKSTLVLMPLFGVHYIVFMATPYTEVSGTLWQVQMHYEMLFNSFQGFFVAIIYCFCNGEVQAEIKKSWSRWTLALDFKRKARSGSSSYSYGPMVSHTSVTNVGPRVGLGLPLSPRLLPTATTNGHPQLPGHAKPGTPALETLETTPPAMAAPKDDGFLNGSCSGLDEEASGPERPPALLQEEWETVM
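HEK-293-derived GP2 cells expressing PTHR1 and a GloSensor cAMP reporter, 3,000/well, plated overnight, given luciferin plus IBMX (each 0.5 mM as added) for 1 h at 37 °C, then compound for 1 h at 37 °C. Luminescence was read after 15 min at room temperature.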
Akt phos inh = blocks phosphorylation of Akt; activity change, % for hits at 50 µM; AID 651550; Neuro2A IGF-stimulated pAkt S473 HTRF, 20 min; hits give low values; actives 0.32% (n = 360,000); in the data active means activity change below about -80%; inconclusive means mostly about -51% to -80%; further: on the % scale 0 is the no-effect control and ±100 the full control effect
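Single-point screen (50 µM final compound) in Neuro2A cells stimulated 20 min with 6 nM IGF at 37 deg C. After lysis, Ser473-phosphorylated Akt read by HTRF (ex 330 nm, em 615/665 nm) as the 665/615 ratio.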
CCT modulator = modulators of cytosolic chaperonin (CCT/TRiC) activity; actives 0.3% (n = 360,000); activity change, % (concentration not given with the values), hits read low; purified chaperonin ATPase assay, HTRF ADP detection, 30 min; AID 651819; in the data active means activity change below about -30%; further: on the % scale 0 is the no-effect control and ±100 the full control effect
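TRiC (40 or 20 nM final, by batch activity) in 30 mM Tris pH 7.4, 100 mM KCl, 5 mM MgCl2, 1 mM DTT was treated with compound at 76 uM single dose, then 10 uM ATP, 30 min at 37 °C. ADP was read by HTRF Transcreener.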
EPAC2 agonist = EPAC2 (human) agonism | Q8WZA2 | actives 0.079% (n = 360,000) | EPAC2 activation, biochemical qHTS; response scale: 100% = 6.5 mM cAMP response | AID 720711 | Potency, µM (highest dose often 154 µM), inactives show top-dose activation, actives largely listed as activators; further: potency means the concentration at half of the fitted maximal effect; nearly all actives have a fitted effect of over 50% in size
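Guanine nucleotide exchange by EPAC2 is measured as reduced fluorescence of BODIPY-GDP once it is released from 250 nM Rap1B. Plates are read kinetically for 30 min at room temperature; results are scaled to 6.5 mM cAMP.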
EPAC2 antagonist = EPAC2 (human) antagonism. Q8WZA2. EPAC2 GEF exchange of Rap1B-BODIPY-GDP, fluorescence. Potency, µM (titrated, usually from 114 µM), without a hit: at the top dose activity, negative = inhibition, most hits filed as inhibitors. actives 0.18% (n = 360,000); further: potency means the concentration at half of the fitted maximal effect; on the % scale 0 is the no-effect control and ±100 the full control effect; nearly all actives have a fitted effect of over 45% in size; many of its hits are not listed in these tables
DRD3 agonist = agonists of human D3 dopamine receptor; D3R DiscoveRx beta-arrestin cells, luminescence, 90 min; max activation, %; actives 0.58% (n = 410,000); AID 652048; in the data active means max activation above about 30%; further: 0% is about no effect; mostly tested at two doses, the higher about 12 µM
Target sequence (P35462 whole entry, looked up): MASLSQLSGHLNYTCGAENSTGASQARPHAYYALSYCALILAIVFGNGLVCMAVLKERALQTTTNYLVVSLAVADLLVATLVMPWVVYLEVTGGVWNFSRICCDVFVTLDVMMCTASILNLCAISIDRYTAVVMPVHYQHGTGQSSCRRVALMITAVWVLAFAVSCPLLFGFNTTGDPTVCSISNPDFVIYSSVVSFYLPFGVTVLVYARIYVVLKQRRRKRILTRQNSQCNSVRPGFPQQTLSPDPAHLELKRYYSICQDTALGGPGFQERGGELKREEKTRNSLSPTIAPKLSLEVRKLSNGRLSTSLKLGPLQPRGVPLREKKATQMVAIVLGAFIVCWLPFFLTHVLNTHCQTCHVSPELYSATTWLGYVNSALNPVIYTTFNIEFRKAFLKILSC
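Agonist-mode cell screen: cells plated at 1500/well and incubated overnight at 37 °C, then exposed to library compounds for 90 min at 37 °C. Detection reagent was added for 30–60 min at room temperature, and luminescence was read.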
MmCpn inh = blocks the Methanococcus maripaludis chaperonin Mm-Cpn; purified Mm-Cpn ATPase, ADP Transcreener TR-FRET; Potency, µM (highest dose often 76.9 µM), without a hit: at the top dose activity, negative = inhibition, hits mostly inhibitors; AID 504842; actives 0.031% (n = 330,000); further: potency means the concentration at half of the fitted maximal effect; on the % scale 0 is the no-effect control and ±100 the full control effect; nearly all actives have a fitted effect of over 80% in size
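Reaction buffer contained 30 mM Tris pH 7.4, 100 mM KCl, 5 mM MgCl2 and 1 mM DTT. Mm-CPN (25 nM final) hydrolysed 10 uM ATP over 30 min at 37°C; ADP was read by HTRF.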
D3 antag = blocks the human D3 dopamine receptor | D3R cells, DiscoveRx beta-arrestin luminescence, antagonist mode; hits give low values | P35462 | actives 2.5% (n = 360,000) | max response, negative = inhibition, % | AID 652054; in the data active means max response below about -50%; inconclusive means no clear call, values can overlap the other calls; further: on the % scale 0 is the no-effect control and ±100 the full control effect; mostly tested at two doses, the higher about 12 µM
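Cells expressing the human receptor were seeded at 1500 cells/well, incubated overnight at 37 degrees C in 5% CO2, then exposed to library compounds with dopamine controls for 90 minutes at 37 degrees C before luminescent detection.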
Starred values were filed as active, the others as inactive; i = inactive; ? = inconclusive; / = no result given; & = joins results of further samples; [ ] = remark or other dose. Unless noted, the call rests on the fitted dose curve; in most records, active means well fitted curve in the direction sought with a large enough effect; inconclusive means small, poorly fitted or top-dose-only effect, or another doubt; inactive means no such curve, though single readings can be large; an effect the other way counts as inactive or inconclusive. Only part of the results is shown; count on the stated rates, not on these rows.

The line under a structure holds: PTHR1 agonist, Akt phos inh, CCT modulator, EPAC2 agonist, EPAC2 antagonist, DRD3 agonist, MmCpn inh, D3 antag
- O=C(O)CCCNS(=O)(=O)/C=C/c1ccccc1
 : -24%, i, -2.6, 10%, -1%, -4, 1%, -21
- CSCCC1NC(=O)NC1=O (stereo not drawn)
 : -21%[57.5 µM], i, -5.0, 7%, 1%, -11, -2%, 26
- CC1CCN(C(=O)CN2C(=O)C(C)(C)Oc3ccc(C(=O)NC4CCCC4)cc32)CC1
 : -18%[57.5 µM], i, -0.4, -12%, -6%, -3, -5%, 24
- CC(C)(C)c1ccc(NC(=O)COC(=O)C2CCCC2)cc1
 : i, i, 1.4, 4%, -10%, 1, 1%, 8
- COc1ccc(NC(=O)c2ccc3nc[nH]c3c2)cc1
 : -71%[inhibitor], i, 1.6, 6%, -1%, -2, 2%, -1
- CCOc1ccc(C(C(=O)NC2CCCC2)N(Cc2ccccc2)C(=O)c2nsc(Cl)c2Cl)cc1 (stereo not drawn)
 : -18%, i, 0.4, 12%, -6%, -9, 1%, -21
- CCOC(=O)c1c(NC(=O)c2cc(-c3ccc(O)cc3)on2)sc(C(C)=O)c1C
 : -25%, i, -4.7, -1%, 22%, 3, -1%, 6
- CCOC(=O)C(CC)Sc1ncnc2c1nnn2-c1ccc(F)cc1 (stereo not drawn)
 : i, i, -2.1, -10%, -5%, -8, 1%, -14
- COC(=O)Cc1c(-c2[nH]c3ccccc3c2CC(=O)OC)[nH]c2ccccc12
 : i, i, -1.6, 0%, 10%, 9, /, 39
- Cc1nc2sc(C(N)=O)c(N)c2c2c1CCCC2
 : -14%, i, -0.2, 9%, 2%, 3, -6%, 9
- Cc1cc(C)n(C(=O)CNC(=O)C2COc3ccccc3O2)n1 (stereo not drawn)
 : i, i, -1.1, 2%, 7%, -3, 0%, 0
- COc1ccc(/C=N/Nc2nnc(Cc3ccccc3)c(=O)[nH]2)cc1
 : -25%, i, -5.3, 4%, -2%, -2, 0%, 8
- COC(C/C=C\[C@H](O)[C@@H](C)OCc1ccccc1)OC
 : -21%, i, -2.8, -1%, 9%, -15, /, -2
- Cc1cc([N+](=O)[O-])nn1CC(=O)Nc1ccccn1
 : i, i, 0.6, -3%, 0%, -7, 1%, 6
- COc1ccc(C(NC(=O)c2ccc(-c3ccccc3)cc2)c2ccccc2)cc1 (stereo not drawn)
 : i, i, 1.7, -3%, 14%, 6, -1%, 17
- CCCOc1ccc(S(=O)(=O)NCCCN2CCOCC2)c2ccccc12
 : 15%[57.5 µM], i, -7.5, 4%, 1%, -7, -1%, 4
- CCOC(=O)C1=CN(CC)S(=O)(=O)NC1CC (stereo not drawn)
 : -21%, i, 0.1, 2%, 1%, 16, 3%, 0
- CCOC(=O)C1Nc2c(F)cc(C)cc2C2c3ccccc3CC12 (stereo not drawn)
 : -35%[inhibitor], i, -2.1, 15%, ?, -16, /, -54*
- O=C1OCc2cc(NC(=O)C34CC5CC(CC(C5)C3)C4)ccc21
 : i, i, 0.1, 2%, 14%, -6, 2%, 3
- O=C1OC(c2cccs2)Sc2ccccc21 (stereo not drawn)
 : -25%, i, 1.0, 4%, -10%, -10, /, 0
- O=C(N[C@@H](Cc1ccccc1)C(=O)N1CCC2(CC1)NCCc1[nH]cnc12)c1cccc(Br)c1
 : i, i, -2.2, 0%, -5%, -2, -1%, 1
- COc1ccccc1NC(=O)NCCN1CCN(c2cccc(Cl)c2)CC1
 : -1%&-8%, i, -0.9, 0%, -4%, -7&-20, 1%, -92*
- Cn1ncc2c(O/N=C(\N)c3ccc(C(C)(C)C)cc3)ncnc21
 : -22%, i, -1.9, -2%, -27%, 12, -2%, 6
- C1=CC2=NC34CCCCC3CC3=C(CCCC3)N4C2=CC1=NC1CCCCC1 (stereo not drawn)
 : -4%, i, -1.6, -2%, 4%, -12, /, -19
- Cn1c(=O)[nH]c(=O)c2c1nc(N(CCO)Cc1ccccc1)n2Cc1ccccc1Cl
 : -13%, i, -2.1, 1%, 3%, 4, 3%, -2
- CCN(CC(=O)Nc1c(F)cccc1F)C(=O)c1ccc2c(=O)n3c(nc2c1)CCC3
 : 0%, i, -2.5, 1%, 9%, -1, 2%, 0
- COc1ccc(OCC2CNC(=O)O2)cc1 (stereo not drawn)
 : 2%, i, 2.2, 4%, 13%, -3, 0%, -11
- Cc1cccc(C)c1-n1nnnc1C(c1ccnc2ccccc12)N(CCN(C)C)Cc1ccccc1 (stereo not drawn)
 : i, i, 0.1, 1%, 2%, -10, /, -11
- C(=C\c1ccccc1)/CN1CCN(C(c2cccc3ccccc23)c2nnnn2C2CCCC2)CC1 (stereo not drawn)
 : -23%, i, 0.0, 5%, 8%, -13, /, -99*
- CN1C(=O)c2ccccc2Cc2c(NCc3ccccc3)ncnc21
 : -2%, i, 0.3, 12%, -4%, 5, /, 30

The final 3 records of the part above are carried over, then new ones follow:
The line under a structure holds: PTHR1 agonist, Akt phos inh, CCT modulator, EPAC2 agonist, EPAC2 antagonist, DRD3 agonist, MmCpn inh, D3 antag
- Cc1cccc(C)c1-n1nnnc1C(c1ccnc2ccccc12)N(CCN(C)C)Cc1ccccc1 (stereo not drawn)
 : i, i, 0.1, 1%, 2%, -10, /, -11
- C(=C\c1ccccc1)/CN1CCN(C(c2cccc3ccccc23)c2nnnn2C2CCCC2)CC1 (stereo not drawn)
 : -23%, i, 0.0, 5%, 8%, -13, /, -99*
- CN1C(=O)c2ccccc2Cc2c(NCc3ccccc3)ncnc21
 : -2%, i, 0.3, 12%, -4%, 5, /, 30
- Cc1ccc(S(=O)(=O)N2CCCCC2)cc1NC(=O)CSc1nnc(C2CC2)n1N
 : -4%, i, -1.0, 0%, -3%, 5, -1%, 2
- COc1ccc(NS(=O)(=O)c2cccc(C(=O)N/N=C/c3c(F)c(F)c(F)c(F)c3F)c2)cc1
 : -18%, i, -1.8, -5%, -14%, -3, /, -19
- COc1ccc(NC(=O)CCSc2cc(C)c3ccccc3n2)cc1
 : -11%[57.5 µM], i, 1.7, -3%, -1%, -10, -1%, -12
- CCOc1ccc(N/C(N)=N/c2nc(C)c(C)c(=O)[nH]2)cc1
 : i, i, 0.5, 1%, 4%, 7, 2%, 6
- CN(c1cccc(NC(=O)c2ccc(Cl)c(S(=O)(=O)Nc3ccccc3)c2)c1)S(C)(=O)=O
 : -34%[inhibitor], i, 0.8, 16%, -26%, 52*, 2%, 53
- Cc1ccc(N2C(=O)N(CC(=O)Nc3cccc(Cl)c3)C(=O)C2C)cc1 (stereo not drawn)
 : i, i, 2.0, -2%, -5%, 2, 2%, 23
- Cc1cc(C)nc(Nc2n[nH]c(C)n2)n1
 : i, i, -1.8, -2%, 8%, 2, -2%, 0
- COC(=O)[C@]1(C)N[C@H](c2ccc(-c3ccccc3)cc2)[C@@H]2C(=O)N(C)C(=O)[C@@H]21
 : -12%, i, -0.7, 0%, 3%, -12, -8%, -21
- COc1ccc(/C=N\NC(=O)/C(=C\Nc2nccc(C)n2)NC(=O)c2ccccc2)cc1
 : i, i, 0.9, 4%, 1%, -18, 1%, 22
- N#Cc1c(Nc2ccccc2)c(C=O)c[nH]c1=O
 : i, i, 0.1, 8%, 1%, 2, -3%, 1
- CC(C)(C)c1ccc(S(=O)(=O)Nc2ccccn2)cc1
 : -4%, i, 1.2, 7%, -6%, 7, -2%, -10
- CCc1ccc(NC(=O)C(C)OC(=O)Cc2cc(OC)c(OC)c(OC)c2)cc1 (stereo not drawn)
 : -8%, i, -0.6, -2%, -7%, 2, 1%, -13
- COc1cc(NC(=O)c2cccc(S(=O)(=O)N3CCCCC3)c2)cc(OC)c1OC
 : ?, i, -1.0, 13%, 5%, -21, -2%, -12
- COc1ccc(C2/C(=C(/O)c3ccc4c(c3)CC(C)O4)C(=O)C(=O)N2CCCn2ccnc2)cc1OC (stereo not drawn)
 : i, i, 0.3, 7%, 4%, 0, /, 2
- S=C(NCc1cccnc1)Nc1ccc(Cl)cc1
 : i, i, -3.5, -5%, -2%, -9, -3%, 7
- COc1ccc(C(=O)c2sc(Nc3cccc(OC)c3)c(C(=O)Nc3cccc(C)c3C)c2N)cc1
 : i, i, 0.9, 4%, -21%[57.1 µM], -6, -9%, -18
- COc1ccc2cc(-c3ccon3)ccc2c1
 : i, i, 0.1, -3%, -7%, 1, -4%, 9
- COc1ccccc1NC(=S)NNC(=O)c1cc(C)n(C)n1
 : i, i, -0.8, -3%, -2%, -4, 0%, -50*
- O=C(CSc1ccccc1Cl)N1CCC(c2nc3ccccc3s2)CC1
 : -69%[inhibitor][57.5 µM], i, -2.7, -3%, -2%, 4, 0%, 0
- C/C(N)=C(/C#N)C(=O)COC(=O)c1cc(-c2ccc(Br)cc2)nc2ccccc12
 : i, i, -0.3&-0.2, 3%&-12%, -26%&-1%, -8&0, 2%, 16&13
- Cc1ccc(N2CC(C(=O)Nc3nnc(SCC(=O)N4CCOCC4)s3)CC2=O)cc1 (stereo not drawn)
 : i, i, -3.8, -5%, 9%, 5, 0%, 3
- Cc1ccc(NC(=O)C(c2ccccc2)N(C)C)cc1Cl (stereo not drawn)
 : i, i, 0.5, -5%, 1%, -15, 1%, -2
- O=C(NCCCN1CCC(Cc2ccccc2)CC1)C1CCC(=O)N1C1CCCC1 (stereo not drawn)
 : -8%, i, -0.8, 7%, 5%, -10, -12%, -118*
- COc1cccc(NC(=O)c2cc(=O)c3ccccc3o2)c1
 : i, i, -2.1, 7%, 3%, -4, -1%, -4
- O=C(NCc1cccs1)C(Cc1ccccc1)n1cccc1 (stereo not drawn)
 : i, i, -2.3, 13%, -9%, -4, 2%, -12
- CCC1=NC(c2ccc(OC)cc2OC)N(O)C1(C)C (stereo not drawn)
 : i, i, 0.8, 2%, 13%, 0, /, 15
- CN1CCN(C(=O)c2cccc(-c3ccc4nncn4c3)c2)CC1
 : -2%, i, -0.2, 9%, 12%, 4, /, 11
- CSc1nc(N)c2c(n1)N(C)C=NS2(=O)=O
 : i, i, 0.8, 11%, 9%, 0, /, 0
- CS(=O)(=O)N(CC(=O)NCCC1=CCCCC1)c1cccc([N+](=O)[O-])c1
 : -1%, i, -10, 7%, 21%, -1, 1%, 22
- CC(C)(C)c1ccc(C(=O)NCCN2CCCC2)cc1
 : i, i, 1.5, 2%, 8%[57.1 µM], -4, 3%, -18
- CCNC(=O)C(=O)NCC1OCCCN1S(=O)(=O)c1ccc(F)cc1C (stereo not drawn)
 : -2%, i, -2.7, 8%, -2%, -7, 2%, -2
